Source: PubChem (National Center for Advancing Translational Sciences (NCATS))
pAkt inh: Akt phosphorylation inhibition; Neuro2A IGF-stimulated pAkt S473 HTRF, 20 min; hits give low values; activity change, % for hits at 50 µM; 0.32% of 360,000 active; in the data active = activity change below about -80%; inconclusive = mostly about -51% to -80%; also: % is scaled to controls: 0 for no effect and ±100 for the full control effect
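Single-point screen (50 µM final compound) in Neuro2A cells stimulated 20 min with 6 nM IGF at 37 deg C. After lysis, Ser473-phosphorylated Akt read by HTRF (ex 330 nm, em 615/665 nm) as the 665/615 ratio.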
DRD3 antagonist: D3 dopamine receptor (human) antagonism; P35462; D3R cells, DiscoveRx beta-arrestin luminescence, antagonist mode; hits give low values; max response, negative = inhibition, %; 2.5% of 360,000 active; AID 652054; in the data active = max response below about -50%; inconclusive = no clear call, values can overlap the other calls; also: % is scaled to controls: 0 for no effect and ±100 for the full control effect; mostly tested at two doses, the higher about 12 µM
Target sequence (P35462 whole entry, looked up): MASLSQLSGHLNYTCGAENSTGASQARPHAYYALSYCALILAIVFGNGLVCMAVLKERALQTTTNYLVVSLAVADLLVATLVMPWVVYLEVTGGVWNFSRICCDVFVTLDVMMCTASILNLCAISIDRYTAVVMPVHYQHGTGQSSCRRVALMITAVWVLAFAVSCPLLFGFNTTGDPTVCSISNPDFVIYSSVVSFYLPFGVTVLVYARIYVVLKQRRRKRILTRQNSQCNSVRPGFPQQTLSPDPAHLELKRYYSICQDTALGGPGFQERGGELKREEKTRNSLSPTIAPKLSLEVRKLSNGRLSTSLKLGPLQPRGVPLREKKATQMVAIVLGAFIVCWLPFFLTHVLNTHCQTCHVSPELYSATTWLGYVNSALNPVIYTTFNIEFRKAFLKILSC
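Cells expressing the human receptor were seeded at 1500 cells/well, incubated overnight at 37 degrees C in 5% CO2, then exposed to library compounds with dopamine controls for 90 minutes at 37 degrees C before luminescent detection.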
CCT modulator: modulators of cytosolic chaperonin (CCT/TRiC) activity; activity change, % (test concentration not listed), hits read low; 0.3% of 360,000 active; purified chaperonin ATPase assay, HTRF ADP detection, 30 min; in the data active = activity change below about -30%; also: % is scaled to controls: 0 for no effect and ±100 for the full control effect
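Nucleotide hydrolysis assay: TRiC at 20–40 nM final (set by batch activity) with 10 uM ATP, 30 min at 37 °C, in presence of 76 uM compound. Detection by competitive ADP HTRF, 30 min ambient.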
EPAC2 antagonist: EPAC2 (human) antagonism | Q8WZA2 | EPAC2 GEF exchange of Rap1B-BODIPY-GDP, fluorescence | Potency, µM (series often up to 114 µM), for inactives: at the highest dose activity, negative = inhibition, actives largely listed as inhibitors | 0.18% of 360,000 active; also: potency is read from the fitted curve at half-maximal effect; % is scaled to controls: 0 for no effect and ±100 for the full control effect; nearly all actives have a fitted effect of over 45% in size; many of its hits are not listed in these tables
PTHR1 ag: activates the human parathyroid hormone receptor PTHR1. HEK293 GP2 PTHR1 cells, GloSensor cAMP luminescence, 1 h. 0.075% of 410,000 active. Potency, µM (highest dose often 115 µM), inactives show top-dose activation, hits mostly activators; also: potency is read from the fitted curve at half-maximal effect; nearly all actives have a fitted effect of over 55% in size; some results filed as inactive show a strong effect at the top dose; inactives centre near -15; many of its hits are not listed in these tables
Target sequence (Q03431 whole entry, looked up): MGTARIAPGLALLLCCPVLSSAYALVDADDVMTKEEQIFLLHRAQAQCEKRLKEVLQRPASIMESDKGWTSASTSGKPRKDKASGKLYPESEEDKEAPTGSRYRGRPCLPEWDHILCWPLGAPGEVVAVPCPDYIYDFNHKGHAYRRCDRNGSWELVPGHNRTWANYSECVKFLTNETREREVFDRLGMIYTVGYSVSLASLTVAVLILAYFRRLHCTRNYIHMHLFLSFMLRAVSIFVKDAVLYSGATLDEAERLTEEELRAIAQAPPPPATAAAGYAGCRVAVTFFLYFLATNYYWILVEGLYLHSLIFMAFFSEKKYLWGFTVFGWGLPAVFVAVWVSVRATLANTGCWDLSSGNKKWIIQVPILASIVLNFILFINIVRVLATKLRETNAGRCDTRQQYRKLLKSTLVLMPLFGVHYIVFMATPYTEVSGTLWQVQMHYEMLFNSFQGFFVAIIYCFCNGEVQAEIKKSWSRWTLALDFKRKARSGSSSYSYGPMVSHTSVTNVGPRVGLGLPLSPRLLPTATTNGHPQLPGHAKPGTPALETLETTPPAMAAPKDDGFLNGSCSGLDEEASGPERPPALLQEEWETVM
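HEK-293-derived GP2 cells expressing PTHR1 and a GloSensor cAMP reporter, 3,000/well, plated overnight, given luciferin plus IBMX (each 0.5 mM as added) for 1 h at 37 °C, then compound for 1 h at 37 °C. Luminescence was read after 15 min at room temperature.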
MmCpn inh: M. maripaludis TRiC chaperonin inhibition. purified Mm-Cpn ATPase, ADP Transcreener TR-FRET. Potency, µM (highest dose often 76.9 µM), inactives show at the highest dose activity, negative = inhibition, most hits filed as inhibitors. 0.031% of 330,000 active; also: potency is read from the fitted curve at half-maximal effect; % is scaled to controls: 0 for no effect and ±100 for the full control effect; nearly all actives have a fitted effect of over 80% in size
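ATP (10 uM final) was added to archaeal chaperonin (25 nM final) after 10 min exposure to test compound at 37°C; after 30 min further incubation, ADP was detected by competitive TR-FRET.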
EPAC2 agonist: activates human EPAC2 exchange factor | Q8WZA2 | EPAC2 activation, biochemical qHTS; response scale: 100% = 6.5 mM cAMP response | Potency, µM (titrated, usually from 154 µM), for inactives: top-dose activation, actives largely listed as activators | 0.079% of 360,000 active | AID 720711; also: potency is read from the fitted curve at half-maximal effect; nearly all actives have a fitted effect of over 50% in size
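Setup: EPAC2 100 nM, labeled Rap1B complex 250 nM, free GDP 50 uM. Compound titrations pinned in, brief spin, 5 min room temperature incubation. Kinetic fluorescence read over 30 min, normalized to 6.5 mM cAMP.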
D3 ag: activates the human D3 dopamine receptor; 0.58% of 410,000 active; D3R DiscoveRx beta-arrestin cells, luminescence, 90 min; P35462; max activation, %; AID 652048; in the data active = max activation above about 30%; also: 0% is about no effect; mostly tested at two doses, the higher about 12 µM
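Cells at 1500/well, incubated overnight, then treated with pinned compounds (dopamine as control) for 90 min at 37 degrees C. DiscoveRx reagent added for 30 - 60 minutes at room temperature; luminescence read.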
An asterisk follows results filed as active; i = inactive; ? = inconclusive; / = not tested or not shown; [ ] = remark or other dose. Unless noted, calls follow the shape of the dose curve; as a rule, active = well fitted curve in the direction sought with a large enough effect; inconclusive = small, poorly fitted or top-dose-only effect, or another doubt; inactive = no such curve, though single readings can be large; an effect the other way counts as inactive or inconclusive. An excerpt; rates above refer to the full screens.

The opening six entries (preview)
SMILES	pAkt inh	DRD3 antagonist	CCT modulator	EPAC2 antagonist	PTHR1 ag	MmCpn inh	EPAC2 agonist	D3 ag
C/C=C/c1ccc(OCCn2cncn2)c(OC)c1	i	-6.6	-1.0	11.0%	-9.0%	-2.2%	-14.6%	-2.2
CCc1ccc(S(=O)(=O)NCc2csc(-c3cccnc3)n2)s1	i	-7.5	0.7	1.6%	i	-9.2%	8.9%	-2.8
COCCn1c(=S)[nH]c2cc(C(=O)NCCc3ccc(OC)c(OC)c3)ccc2c1=O	i	38.4	-2.8	6.5%	18.5%[57.5 µM]	-0.5%	-16.8%	23.7
Cc1cc(C)n(C(=O)CCNC(=O)c2ccccc2Br)n1	i	0.0	-0.3	3.9%	i	2.4%	3.6%	-4.3
O=C1CC(c2ccccc2)n2nc(N3C(=O)CCC3=O)nc2N1 (configuration not stated)	i	-12.8	0.8	-1.9%	5.5%[57.5 µM]	-0.3%	10.5%	-0.2
N#CC1=C(N)SC(N)=C(C#N)C1c1cccc(Oc2ccccc2)c1	i	-14.6	-2.9	50.1µM*	-23.5%[57.5 µM]	?	5.6%	9.5

The list itself (from the top)
SMILES	pAkt inh	DRD3 antagonist	CCT modulator	EPAC2 antagonist	PTHR1 ag	MmCpn inh	EPAC2 agonist	D3 ag
C/C=C/c1ccc(OCCn2cncn2)c(OC)c1	i	-6.6	-1.0	11.0%	-9.0%	-2.2%	-14.6%	-2.2
CCc1ccc(S(=O)(=O)NCc2csc(-c3cccnc3)n2)s1	i	-7.5	0.7	1.6%	i	-9.2%	8.9%	-2.8
COCCn1c(=S)[nH]c2cc(C(=O)NCCc3ccc(OC)c(OC)c3)ccc2c1=O	i	38.4	-2.8	6.5%	18.5%[57.5 µM]	-0.5%	-16.8%	23.7
Cc1cc(C)n(C(=O)CCNC(=O)c2ccccc2Br)n1	i	0.0	-0.3	3.9%	i	2.4%	3.6%	-4.3
O=C1CC(c2ccccc2)n2nc(N3C(=O)CCC3=O)nc2N1 (configuration not stated)	i	-12.8	0.8	-1.9%	5.5%[57.5 µM]	-0.3%	10.5%	-0.2
N#CC1=C(N)SC(N)=C(C#N)C1c1cccc(Oc2ccccc2)c1	i	-14.6	-2.9	50.1µM*	-23.5%[57.5 µM]	?	5.6%	9.5
O=S1(=O)CCN(Cc2ccccc2Cl)CC1	i	4.7	0.4	-1.3%	i	1.3%	-0.2%	0.0
COc1ccc(OCC(=O)Nc2ccccc2C(=O)NC2CC2)cc1	i	38.1	0.5	5.1%	-5.2%	0.6%	2.9%	4.1
C/C(=N\OCC(=O)OCC(=O)N(C)c1ccccc1)c1ccc2c(c1)OCO2	i	1.2	1.5	1.9%	-8.5%	3.2%	5.7%	0.6
COc1ccc(NC(=O)C2CCN(c3cc(-c4ccccc4)nc4ncnn34)CC2)cc1OC	/	36.3	-0.9	11.2%	-2.5%[57.5 µM]	0.9%	8.7%	54.6*
O=C(NC(C1CC1)C1CC1)C1CCC(=O)N(CCCN2CCCC2=O)C1 (configuration not stated)	i	-5.3	0.4	-2.2%	i	0.1%	6.8%	6.2
NC(=O)C1CCN(c2ncnc3c(-c4ccccc4)nsc23)CC1	i	17.3	-0.8	11.3%	-5.2%[57.5 µM]	0.4%	0.7%	0.0
O=C(CN1CCN(S(=O)(=O)N2CCCCCC2)CC1)Nc1ccc(F)cc1	i	-6.2	0.5	4.2%	i	1.1%	12.7%	-8.6
COc1ccc(-c2csc(C(C)(O)c3ccccc3)n2)cc1OC (configuration not stated)	i	7.5	-1.4	-8.4%	-50.6%[inhibitor]	/	6.8%	4.5
c1ccc(-c2cnc(-c3ccccn3)nn2)cc1	i	-0.1	1.2	10.9%	-54.0%[inhibitor]	/	5.5%	0.0
O=C(Nc1ccc2oc(-c3ccccc3F)nc2c1)c1ccc([N+](=O)[O-])o1	i	-12.4	-2.6	-7.2%	-2.3%	1.5%	4.4%	3.2
Cc1cc(-c2n[nH]c(=S)n2/N=C/C(Br)=C/c2ccccc2)n[nH]1	i	-70.4*	-1.8	4.0%	-39.6%[inhibitor]	-4.8%	1.7%	-10.1
COc1ccc([N+](=O)[O-])cc1NC(=O)C(C)OC(=O)c1ccccn1 (configuration not stated)	i	-8.6	1.9	-15.3%	-8.8%	-1.4%	-1.1%	1.2
CCN(CC(=O)NC1CCCC1)S(=O)(=O)c1ccc(C)cc1	i	19.6	-1.7	0.3%	i	-4.5%	4.1%	2.4
COC(=O)c1ccc(CNC(=O)COC(=O)CNS(=O)(=O)c2ccc(C)cc2)cc1	i	0.0	-23.2	1.5%	-19.1%	/	2.8%	-6.6
CC(C)C[C@@H](COCc1ccc(Cl)cc1)N1CCN(C(=O)c2ccc(C(F)(F)F)cc2)CCC1=O	i	0.0	-0.7	-18.5%	-47.5%[inhibitor]	/	-4.4%	3.0
Fc1ccc2c(c1)C1OCCCC1C(c1ccccc1)N2 (configuration not stated)	i	-23.1	-0.7	-5.4%	i	-1.8%	21.2%	-1.1
CN1CCN(C(=O)c2cc3ccccc3cc2O)CC1	i	9.5	-2.0	-0.3%	-22.4%	0.8%	18.9%	-4.0
CSc1cccc(NC(=O)Cc2ccccc2[N+](=O)[O-])c1	i	-8.5	3.5	?	i	-3.6%	2.7%	-4.0
O=C(CCN1C(=O)C2C3CCC(C3)C2C1=O)OCC(=O)c1ccccc1 (configuration not stated)	i	8.3	1.3	-13.5%	i	-2.1%	13.2%	-4.2
SMILES	pAkt inh	DRD3 antagonist	CCT modulator	EPAC2 antagonist	PTHR1 ag	MmCpn inh	EPAC2 agonist	D3 ag
CCn1c(=O)c2ccccc2n(CC(=O)NC2CCCCC2)c1=O	i	4.8	-3.1	-3.8%	-19.3%	-3.5%	15.6%	-11.5
CCN(CC)CCCNC(=O)CNC(=S)N(CCCN1CCOCC1)Cc1cccs1	i	0.9	-1.3	3.4%	i	-0.9%	-0.8%	4.6
O=C(C[C@H]1C/C=C\C[C@@H](NC(=O)OCC2c3ccccc3-c3ccccc32)C(=O)O[C@@H](c2ccccc2)CNC1=O)N[C@H](CO)Cc1ccccc1	i	35.0	-4.6	2.3%	i	-0.1%	6.3%	-2.3
CCN1CCN(c2cc(C)c3cc(NC(=S)NCCCOC)ccc3n2)CC1	i	-13.3	-1.4	-0.1%	-20.0%	-1.0%	3.5%	-4.2
COc1ccc(N(C)S(=O)(=O)c2c(C)noc2C)c(OC)c1	i	23.9	-0.5	1.3%	-11.9%	0.6%	10.7%	1.5
C/C(=N\NC(=O)CN(c1ccccc1Br)S(C)(=O)=O)c1ccc2c(c1)OCCO2	i	12.5	2.0	-1.4%	-21.7%	-0.2%	-6.5%	-0.9
CC(C)c1cc(NC(=O)CSc2nnc(-c3ccccc3F)n2C)on1	i	0.5	-1.8	14.6%	-2.1%[57.5 µM]	-0.5%	1.9%	-16.7
COC(=O)c1ccc(CN2C(=O)NC(CC(C)C)C2=O)cc1 (configuration not stated)	i	9.3	1.1	14.0%	i	0.2%	-6.2%	-1.1
Cc1ccccc1-c1ocnc1C(=O)Nc1ccccc1NC(=O)c1ccccn1	i	3.5	0.7	-21.0%	-17.7%	0.8%	10.1%	5.2
O=C(O)C1Cc2ccccc2CN1C(=O)COc1ccc(Br)cc1 (configuration not stated)	i	20.3	-2.4	7.7%	-0.3%	3.2%	0.3%	1.4
CN(C)CCNc1ccc2ncn3c4ccc(O)cc4c(=O)c1c23	i	0.0	0.8	19.5%	-2.2%	/	-3.5%	7.1
COc1cccc(NC(=O)CN(C)C(=O)c2cc(C)on2)c1	i	21.4	0.8	9.4%	-0.1%	0.2%	4.9%	1.1
O=C(NC(=S)Nc1nc(-c2ccc(Br)cc2)cs1)c1ccco1	i	-17.8	1.0	2.6%	-4.2%	-9.6%	3.0%	-3.6
COc1ccc(-n2c(=O)c3c4c(sc3n(CC(N)=O)c2=O)CCCCC4)cc1	i	-5.0	1.2	11.9%	i	?	8.6%	-8.5
Cn1cccc1C(=O)N1CCN(S(=O)(=O)c2ccccc2)CC1	i	-2.5	-0.6	10.0%	i	-2.6%	5.3%	-11.8
CCOc1ccc(C2C(C(=O)c3ccco3)=C(O)C(=O)N2CCCn2ccnc2)cc1OC (configuration not stated)	i	-2.3	-1.1	1.3%	i	-3.4%	2.4%	-20.8
CCOC(=O)Nc1cc(NC(=O)OCC)c(C)nc1C	i	20.6	-0.1	2.6%	-12.1%	0.7%	13.6%	1.0
Cc1ccc(S(=O)(=O)Oc2ccc(/C=N/NC(=O)c3nn(C)cc3Cl)cc2)cc1	i	-27.9	-0.2	-3.3%	-45.5%[inhibitor]	-1.1%	-2.6%	-3.1
Cc1cc([N+](=O)[O-])cc2c1NC(=O)C2(O)N1CCCCCC1 (configuration not stated)	i	23.1	2.3	-2.9%	i	0.7%	3.2%	-3.3
O=C(O)C1CCCCC1C(=O)NC1C2CC3CC(C2)CC1C3 (configuration not stated)	i	12.5	-0.5	12.4%	i	-0.2%	5.9%	2.6
Cc1ccc(NS(=O)(=O)c2cccc(C(=O)NCC(c3cccs3)N3CCOCC3)c2)cc1 (configuration not stated)	i	-2.2	-0.9	-16.1%	-27.4%	1.1%	6.6%	1.2
Cc1cc(C(=O)COC(=O)C2=NNC(=O)CC2)c(C)n1CCc1ccccc1	i	-19.6	-1.8	-12.2%	i	-2.7%	1.0%	0.0
O=C(N/N=C/c1ccc(O)c(O)c1)c1cccc(S(=O)(=O)N2CCCCC2)c1	i	-7.9	-6.5	1.7%	i	0.6%	7.2%	-3.3
Cc1ccc(S(=O)(=O)c2cc3c(=O)n4ccccc4nc3n(C3CCCCC3)c2=N)cc1	i	-9.2	-3.6	3.9%	i	0.6%	4.9%	-6.2
C#CCn1ccc(O)c(Cc2c(F)cccc2Cl)c1=O	i	25.3	1.3	14.6%	i	0.4%	-3.2%	-7.9
Clc1ccc(-c2cn3cccnc3n2)cc1Cl	i	18.5	-0.6	-1.0%	-22.5%[57.5 µM]	-2.8%	-0.6%	-0.2
COC(=O)C1=NNC(C(=O)c2ccco2)C1c1ccc(OC)cc1 (configuration not stated)	i	-14.2	-0.5	6.0%	-1.8%	-1.4%	9.5%	-1.6
